HP1b binding inh: inhibitors of HP1-beta chromodomain binding to methylated histone tails | P83916 | hit rate 0.56% among 390,000 | AlphaScreen HP1-beta / biotin-H3K9me3 peptide binding | Potency, µM (highest dose often 114 µM), for inactives: at the highest dose activity change, negative = inhibition, actives largely listed as inhibitors; also: potency is read from the fitted curve at half-maximal effect; nearly all actives have a fitted effect of over 70% in size; inactives centre near 23
Target sequence (P83916 whole entry, looked up): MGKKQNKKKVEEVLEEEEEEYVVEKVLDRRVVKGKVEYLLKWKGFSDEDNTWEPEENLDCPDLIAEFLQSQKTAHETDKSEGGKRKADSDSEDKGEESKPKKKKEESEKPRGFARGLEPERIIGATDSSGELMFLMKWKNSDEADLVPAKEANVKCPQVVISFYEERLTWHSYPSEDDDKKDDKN
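HP1-beta protein (50 nM final) preincubated 30 min at room temperature with biotinylated H3(1-18)K9me3 peptide (50 nM) in PBS pH 7.4, 0.01% Tween-20, then compound added for 30 min. AlphaScreen streptavidin donor/nickel chelate acceptor beads (10 ug/mL final), 30 min dark, luminescence read.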
PI4K2A block: PI4K2A (human) kinase inhibition; purified PI4K2A, ADP-Glo luminescence, 1 h; stronger effect = lower value; activity change, negative = inhibition, % at 76.9 µM; hit rate 0.13% among 420,000; in the data active = activity change below about -50%; inconclusive = mostly about -30% to -49%;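 also: -100% = wells without enzyme as full effect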
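PI4K2A activity was measured by ADP-Glo luminescence: enzyme (4 ug/mL stock) and phosphatidylinositol (1.2 mM stock) in Tris pH 7.5/MgCl2/EGTA/Triton X-100 buffer were reacted with ATP (300 microM stock) for one hour at ambient temperature.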
ERG-DNA inh: ERG Ets/DNA interaction inhibition | fluorescence polarization, His-ERG Ets domain / labelled DNA | Potency, µM (top dose mostly 76.9 µM), inactives show at the highest dose FP activity, negative = inhibition, most hits filed as inhibitors | hit rate 0.028% among 370,000 | AID 624246; active = well fitted inhibition curve with a large enough effect in the polarisation, with a control signal flat; inconclusive = small, poorly fitted or top-dose-only effect, or effect the other way, or a change in a side signal; inactive = no such curve, though single readings can be large or run the other way; the % refers to the polarisation;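 also: polarization taken with two DNA probes labelled with fluorescein and Texas red; potency is read from the fitted curve at half-maximal effect; % of control where 0% means no effect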
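His-tagged ERG Ets domain (1 uM in the protein solution; 300mM KCl, 50mM Tris-HCl, 1mM EDTA, 1mM DTT, pH 7.5) received compound, then a probe mix of 5 nM fluorescein-DNA and 100nM Texas-615-DNA. Fluorescence polarization was read for both dyes.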
BAZ2B inh: inhibitors of human BAZ2B bromodomain. AlphaScreen BAZ2B-H3K14Ac peptide displacement. hit rate 4.4% among 360,000. Potency, µM (series often up to 114 µM), for inactives: at the top dose activity change, negative = inhibition, actives largely listed as inhibitors. Q9UIF8; also: potency is read from the fitted curve at half-maximal effect; % is scaled to controls: 0 for no effect and ±100 for the full control effect; nearly all actives have a fitted effect of over 60% in size
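BAZ2B 50 nM plus b-H3(5-23)K14Ac 50 nM, PBS pH 7.4/0.01% Tween-20, 30 min RT; compound added (max 110 uM), 30 min RT; streptavidin donor/Ni-chelate acceptor beads 10 ug/mL final, 20 min dark; AlphaScreen read.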
G9a inh: blocks human histone lysine methyltransferase G9a. Q96KQ7. G9a H3K9 monomethylation, AlphaScreen, 2 h. Potency, µM (highest dose often 102 µM), for inactives: top-dose activity, negative = inhibition, usual class: inhibitors. hit rate 8.8% among 350,000; also: potency is read from the fitted curve at half-maximal effect; % is scaled to controls: 0 for no effect and ±100 for the full control effect; nearly all actives have a fitted effect of over 75% in size
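Quantitative HTS format: methyltransferase activity on a biotin-tagged H3K9 peptide is measured by AlphaScreen, using a rabbit anti-monomethyl-H3K9 antibody with streptavidin donor and anti-IgG acceptor beads. Final levels are 20 nM enzyme, 500 nM peptide, 20 uM SAM; 2 h RT.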
JMJD2A Tudor inh: blocks the human JMJD2A Tudor domain. O75164. AlphaScreen JMJD2A-Tudor / H3K4me3 peptide binding. Potency, µM (doses to about 114 µM), for the others: top-dose activity change, negative = inhibition, hits mostly inhibitors. hit rate 4.4% among 390,000. AID 504339; also: potency is read from the fitted curve at half-maximal effect; % is scaled to controls: 0 for no effect and ±100 for the full control effect; nearly all actives have a fitted effect of over 50% in size
12-LOX inh: blocks human arachidonate 12S-lipoxygenase; purified 12hLO, xylenol orange hydroperoxide absorbance; AID 1671190; P18054; Potency, µM (doses to about 108 µM), without a hit: at the highest dose activity change, negative = inhibition, usual class: inhibitors; hit rate 1.1% among 580,000; also: potency is read from the fitted curve at half-maximal effect; % is scaled to controls: 0 for no effect and ±100 for the full control effect
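Purified human 12hLO (150 nM final) in 25 mM Hepes, 0.01% Triton X-100, pH 7.0 was preincubated 15 min at room temperature with compound. Then 40 uM arachidonic acid was added, 30 min. Hydroperoxide was read by Fe-XO absorbance ratio 573/405 nm.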
GLS inhibitor: glutaminase GLS (human) inhibition. GLS enzymatic activity, qHTS titration. Potency, µM (series often up to 45.5 µM), inactives show at the top dose activity change, negative = inhibition, usual class: inhibitors. hit rate 0.21% among 410,000; also: potency is read from the fitted curve at half-maximal effect; % is scaled to controls: 0 for no effect and ±100 for the full control effect
Target sequence (O94925 whole entry, looked up): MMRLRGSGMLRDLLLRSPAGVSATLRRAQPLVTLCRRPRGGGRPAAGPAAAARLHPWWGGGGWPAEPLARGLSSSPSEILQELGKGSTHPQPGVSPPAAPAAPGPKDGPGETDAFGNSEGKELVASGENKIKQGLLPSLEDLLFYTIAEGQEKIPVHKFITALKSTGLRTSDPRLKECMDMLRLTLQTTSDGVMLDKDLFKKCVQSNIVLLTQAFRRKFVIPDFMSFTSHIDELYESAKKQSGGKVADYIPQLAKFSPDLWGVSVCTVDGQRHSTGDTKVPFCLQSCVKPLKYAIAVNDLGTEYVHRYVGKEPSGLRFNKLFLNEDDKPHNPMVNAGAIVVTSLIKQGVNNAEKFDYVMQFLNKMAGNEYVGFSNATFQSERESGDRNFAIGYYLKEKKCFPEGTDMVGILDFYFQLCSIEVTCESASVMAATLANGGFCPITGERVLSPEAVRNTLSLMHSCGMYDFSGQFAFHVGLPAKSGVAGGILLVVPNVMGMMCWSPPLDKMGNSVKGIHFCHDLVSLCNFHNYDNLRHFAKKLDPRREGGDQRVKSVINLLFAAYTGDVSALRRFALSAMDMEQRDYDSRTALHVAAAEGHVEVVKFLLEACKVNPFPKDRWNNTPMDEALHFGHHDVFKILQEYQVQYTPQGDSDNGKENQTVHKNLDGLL
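hKGA; 45 mM KH2PO4 pH 8.2 + 0.02% Tween-20; cpd via pin tool; 1 mM Gln soln; GluOx/HRP/Amplex Red; RT 30 min; fluor. t0 & final.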
RGS4 inh: blocks human RGS4-accelerated GTP hydrolysis. Transcreener GDP fluorescence polarization, RGS4-accelerated GTP hydrolysis. hit rate 0.039% among 390,000. AID 504845. Potency, µM (top dose mostly 114 µM), inactives show at the highest dose activity change, negative = inhibition, hits mostly inhibitors. P49798; also: potency is read from the fitted curve at half-maximal effect; % is scaled to controls: 0 for no effect and ±100 for the full control effect; nearly all actives have a fitted effect of over 75% in size; some results filed as inactive show a strong effect at the top dose
Target sequence (P49798 whole entry, looked up): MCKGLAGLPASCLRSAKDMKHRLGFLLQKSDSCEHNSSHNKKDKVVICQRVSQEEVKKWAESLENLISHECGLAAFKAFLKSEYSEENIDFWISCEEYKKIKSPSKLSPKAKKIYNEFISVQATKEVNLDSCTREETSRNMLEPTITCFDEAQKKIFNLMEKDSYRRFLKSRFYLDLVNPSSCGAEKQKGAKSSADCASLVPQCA
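MLSMR compounds (23 nl, pin-transferred) preincubated 10 min at room temperature with a 500nM (2x) first reagent, then RGS4 at 900nM (2x) plus Transcreener GDP mix added; fluorescence polarization (620/688 nm) read before and after 90 min at 30 °C.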
* marks the source's active call; other numbers are inactive results; ? = inconclusive; / = not tested or not shown; & = joins results of further samples; [ ] = remark or other dose. Unless noted, calls follow the shape of the dose curve; as a rule, active = well fitted curve in the direction sought with a large enough effect; inconclusive = small, poorly fitted or top-dose-only effect, or another doubt; inactive = no such curve, though single readings can be large; an effect the other way counts as inactive or inconclusive.

SMILES	HP1b binding inh	PI4K2A block	ERG-DNA inh	BAZ2B inh	G9a inh	JMJD2A Tudor inh	12-LOX inh	GLS inhibitor	RGS4 inh
Cc1ccc(-n2c(O)c(C=NCc3ccccn3)c3ccccc3c2=O)cc1	27.9%	-2.6	27.6%	56.2µM*	3.8%[59 µM]	-18.4%	29.1%	5.0%	-0.7%
FC(F)(F)c1ccccc1N/N=C/c1cccnc1	9.4%	0.8	1.6%	-1.7%	?	-20.9%	?	-11.1%	16.1%
NS(=O)(=O)c1ccc(NC(=S)NC(=O)c2ccc(-c3ccccc3)cc2)cc1	8.3%	0.6	-6.8%	1.6%	?	-7.4%	-12.2%	2.1%	-24.7%
Cc1cccc(-c2nnc3n2N=C(c2ccccc2)CS3)c1	4.3%	-2.0	-6.9%	-3.1%	6.2%[59 µM]	-17.7%	0.0%	15.0%	3.9%
CC(C)=C1C2CCC1C1C(=O)N(c3ccc(C)c(C)c3)C(=O)C21 (stereo not drawn)	17.9%	1.1	8.7%	8.4%	0.6%[59 µM]	-1.3%	-1.5%	10.4%	8.2%
CCS(=O)(=O)N1CCCC(C(=O)NCCc2ccc(OC)c(OC)c2)C1 (stereo not drawn)	18.1%	-2.0	7.8%	-3.6%	6.4%[12.7 µM]	-20.8%	2.1%	5.6%	20.8%
CCCC(=O)Nc1ccc(C2C(=O)c3ccccc3C2=O)cc1	-16.4%	-1.6	14.0%	?	79.4µM*	-24.5%	-4.4%	?	-8.0%
COc1ccc(/C=C\c2onc(C)c2S(=O)(=O)N2CCC(C(=O)Nc3ccc(C)c(F)c3)CC2)cc1	33.4%	10.5	0.9%	/	6.3%[59 µM]	-10.3%	-20.6%	6.2%	-2.1%
COc1ccc(C(CC(=O)O)NC(=O)c2sc3ccccc3c2Cl)cc1 (stereo not drawn)	10.9%	-2.6	-0.3%	3.5%	-41.0%[59 µM]	-3.0%	-2.7%	7.4%	26.3%
C[C@H](NC(=O)[C@@H]1Cc2ccccc2CN1C(=O)OC(C)(C)C)C(=O)NCc1ccco1	54.1%[activator]	-8.4	21.7%	-27.1%	-12.5%	-14.6%	-13.9%	4.6%	-23.4%
CCOC(=O)Cc1ccc(NC(=O)N(Cc2ccc(CC)cc2)Cc2cn[nH]c2-c2ccc(OC)cc2)cc1	65.0%[activator]	0.8	1.4%	0.4%	2.3%[59 µM]	19.5%	0.0%	-0.3%	16.7%
O=C(Nc1ccc2oc(Cc3ccc(Cl)cc3)nc2c1)c1cccnc1	15.5%	2.5	/	-0.8%	-4.2%[59 µM]	-13.6%	?	-9.3%	-25.7%
CCOc1ccc(OCC)c(NC(=O)CSc2nnc(-c3cccnc3)o2)c1	74.2%[activator]	-0.6	9.3%	3.5%	23.7%[59 µM]	-9.8%	0.0%	6.1%	-9.0%
O=C(Cn1cnc([N+](=O)[O-])n1)N/N=C/c1ccc2ccccc2c1	13.6%	-3.3	16.0%	-1.9%	-50.4%	-25.6%	-10.8%	-3.8%	-21.1%
Cn1c(=O)c2c(ncn2CC(=O)OCC(=O)Nc2ccc(F)cc2F)n(C)c1=O	49.3%[activator]	-2.0	1.7%	7.0%	16.2%[2.33 µM]	-2.0%	20.3%	-1.4%	-22.7%

Shown as comma-separated lines: entries from further up.
mol,HP1b binding inh,PI4K2A block,ERG-DNA inh,BAZ2B inh,G9a inh,JMJD2A Tudor inh,12-LOX inh,GLS inhibitor,RGS4 inh
O=C(Cn1cnc([N+](=O)[O-])n1)N/N=C/c1ccc2ccccc2c1,13.6%,-3.3,16.0%,-1.9%,-50.4%,-25.6%,-10.8%,-3.8%,-21.1%
CCOc1ccc(OCC)c(NC(=O)CSc2nnc(-c3cccnc3)o2)c1,74.2%[activator],-0.6,9.3%,3.5%,23.7%[59 µM],-9.8%,0.0%,6.1%,-9.0%
CC(C)=C1C2CCC1C1C(=O)N(c3ccc(C)c(C)c3)C(=O)C21 (stereo not drawn),17.9%,1.1,8.7%,8.4%,0.6%[59 µM],-1.3%,-1.5%,10.4%,8.2%
C[C@H](NC(=O)[C@@H]1Cc2ccccc2CN1C(=O)OC(C)(C)C)C(=O)NCc1ccco1,54.1%[activator],-8.4,21.7%,-27.1%,-12.5%,-14.6%,-13.9%,4.6%,-23.4%

Later entries
SMILES	HP1b binding inh	PI4K2A block	ERG-DNA inh	BAZ2B inh	G9a inh	JMJD2A Tudor inh	12-LOX inh	GLS inhibitor	RGS4 inh
Cc1[nH]c(=S)[nH]c(=O)c1Cc1ccccc1	36.0%	0.7	/	1.6%	50.1µM*	-23.0%	?	?	-19.4%
Cc1ccc(Nc2cc(C)nc3nc(Cc4ccc(Cl)cc4)nn23)cc1	27.9%	-3.5	-7.0%	-13.6%	-1.9%[59 µM]	-10.4%	-2.2%	1.5%	8.4%
CCOc1ccc(NC(=S)N2CCC(NC(=O)c3ccccc3C)CC2)cc1	4.0%	-6.8	8.1%	1.2%	9.7%	-12.3%	21.0%	-5.2%	15.8%
CSCCCc1cn([C@@H](CO)C(=O)NCCCCCCCCCCC(=O)N2CCNCC2)nn1	30.6%	-4.2	3.7%	-10.0%	13.4%[2.33 µM]	-10.0%	?	1.7%	-17.0%
COc1ccc(C2/C=C\CN(C(=O)c3ccccc3)CC(=O)N2Cc2ccc(F)cc2)cc1 (stereo not drawn)	18.6%&25.2%	-0.6	1.8%	-7.0%	27.0%[12.7 µM]	-25.5%&-5.8%	21.9%	10.5%	-3.5%&-4.6%
COc1ccc(OC)c(NC(=O)CSc2nnc(-c3ccco3)n2-c2ccc(C(=O)O)cc2)c1	25.0%	0.9	-1.9%	?	?	-0.9%	-4.4%	-2.7%	-40.4%
O=C1Nc2ccccc2C1=Nc1cccc([N+](=O)[O-])c1	30.3%	3.1	-4.4%	0.3%	?	-16.9%	-3.0%	4.8%	19.1%
COc1ccc(CCNC(=O)CSc2nc3ccccc3o2)cc1OC	23.1%	-3.1	-1.0%	10.0%	22.1%[12.7 µM]	-21.6%	-1.2%	-0.8%	-37.5%
CN(CC(=O)Nc1cccc2ccccc12)c1ccc(S(=O)(=O)N2CCOCC2)cn1	19.8%	8.4	-5.3%	7.1%	-0.8%[59 µM]	2.4%	0.0%	3.3%	-19.6%
Oc1ccc(/C=N/Nc2cc(N3CCOCC3)nc(N3CCOCC3)n2)cc1O	?	-4.9	3.9%	?	?	56.2µM*	?	-2.0%	-33.6%
CC(=O)c1c(C)nc(-c2cccc([N+](=O)[O-])c2)n1O	-0.1%	-11.7	-3.4%	?	?	-26.3%	?	18.1%	-12.3%
CC(=O)OC[C@H]1O[C@@H](O[C@H]2C[C@]3(C)C(C[C@@H](O)C4C([C@]5(C)CC[C@@H](C(C)(C)O)O5)CC[C@]43C)[C@@]3(C)CC[C@H](O)C(C)(C)C23)[C@H](O[C@@H]2O[C@@H](C)[C@H](O)[C@@H](O)[C@H]2O)[C@@H](O)[C@@H]1O (stereo partly drawn)	33.5%	2.2	0.8%	/	/	-7.1%	8.3%	-0.6%	-15.1%
Cc1ccc(NC(=O)CN2C(=O)NC(C)(C3CC3)C2=O)c(C)c1 (stereo not drawn)	67.1%[activator]	-4.0	9.4%	6.4%	0.8%[2.33 µM]	1.0%	178.4%[activator]	1.0%	-15.5%
Cc1nnsc1SCC(=O)O	39.8%[activator]	6.8	8.4%	13.4%	3.9%[59 µM]	-17.9%	-6.9%	15.2%	23.6%
Cc1cc(C)n2c(Nc3ccc(Cl)cc3)c(-c3ccsc3)nc2n1	18.5%	-0.7	-1.4%	-24.4%	-68.5%[59 µM]	-18.4%	?	6.2%	11.2%
CC1CCc2c(sc3ncnc(NCc4cccnc4)c23)C1 (stereo not drawn)	50.4%[activator]	2.0	-2.2%	-17.4%	-6.6%	-24.8%	3.0%	-10.4%	-17.2%[56.9 µM]
C/C(CC(=O)NC1CCCCC1)=N\NC(=O)c1ccccc1C	30.3%	2.7	-3.8%	-13.1%	39.8µM*	7.0%	-13.2%	-6.1%	11.6%
CC(C)NC(=O)NC(=O)COC(=O)c1ccc(OC(F)(F)F)cc1	?	2.8	-8.6%	-3.8%	8.1%[59 µM]	-11.8%	-15.7%	9.2%	-10.8%
CCN1CCN(CCCNC(=O)Cn2c(-c3cccs3)cc3cc(Cl)ccc32)CC1	1.1%	-2.3	-0.1%	-15.5%	-32.2%[59 µM]	-22.4%	-20.6%	6.2%	-23.8%
CCOC(=O)C1=C(O)/C(=C/c2ccc(OCC(=O)O)c(OC)c2)SC1=Nc1ccc(OCC)cc1	?	-3.1	-3.8%	?	?	?	?	-25.0%	-34.1%
CC(C)CCNC(=O)C1(O)c2ccccc2NC(=O)N1c1ccc(Cl)cc1 (stereo not drawn)	3.2%	-2.7	2.3%	-0.7%	15.9%[0.501 µM]	-6.3%	76.4%[activator]	-7.8%	5.0%

Compound activity (PubChem BioAssay)

The list is partial; the hit share may differ from the screen's.
